# Bioassay records from PubChem.
# Growth percent in the NCI-60 one-dose screen (48 h, 10 µM unless noted): 100 = growth as untreated, 0 = no growth, -100 = all killed.
# HL-60(TB) = HL-60(TB) leukemia cells; 9% of 78,000 active; active = growth percent below 10
# Starred values were filed as active, the others as inactive; & = joins results of further samples; [ ] = dose if it differs, or a comment. This is a subset. The share of hits here may be higher or lower than overall.
SMILES,HL-60(TB)
CCCCCCCCCC/C=C\C(=O)O,93.5
N#Cc1cnc2c(C#N)c(Nc3ccccc3)nn2c1-c1ccc(Br)cc1,117.2
O=c1c2cc3ccncc3n2c(=O)c2cc3ccccc3n12,99.1
Nc1nn(C(=O)c2ccncc2)cc1-c1ccccc1,122.0
O=C1CSC(=S)N1Cc1cccs1,87.9
Cc1nn(CC(O)c2ccccc2)c(N)c1C(=O)N/N=C\c1ccc(OC(F)F)c(Oc2ccccc2)c1 (configuration not stated),93.6
COc1ccc(-c2c(N)n[nH]c2-c2ccc(OC)cc2O)cc1,105.8
NC(=S)N/N=C(/c1ccccc1)c1ccccc1N,73.3
N#Cc1ccc(-n2cnc(NC(=O)[C@H]3CCN(C#N)C3)c2)cc1,-20.8*
COc1ccc2c(c1)Cc1cc(NC(=O)c3ccccc3-c3ccccc3C(=O)O)ccc1-2,104.4
CCOC(=O)COc1ccc(/C=C2\CC/C(=C\c3ccc(OCC(=O)OCC)c(OC)c3)C2=O)cc1OC,90.6
N#CCN1CCN(c2ccccc2)CC1,113.6
CC(=O)Nc1cc(N2CCOCC2)c2nc(NC(=O)c3[nH]c(C)c(Cl)c3Cl)sc2c1,82.9
Cc1ccc2oc(=O)cc(-c3c4nc(c(-c5cc(=O)oc6ccc(C)cc56)c5ccc([nH]5)c(-c5cc(=O)oc6ccc(C)cc56)c5nc(c(-c6cc(=O)oc7ccc(C)cc67)c6ccc3[nH]6)C=C5)C=C4)c2c1,99.3
COc1cccc(CC(C)=C(c2ccc(OCCN3CCCCC3)cc2)c2ccc(OCCN3CCCCC3)cc2)c1,-57.5*
Cc1cc(SCc2ccccc2)nc(N)n1,118.6
COc1ccc(C2CC(c3cc(OC)c(OC)c(OC)c3)=NO2)cc1OCCCCOc1cc2c(cc1OC)C(=O)N1CCC[C@H]1C=N2 (some centres not stated),34.0
CCN(CC)C(=O)CCCCCCCC(=O)N(CC)CC,102.6
O=[N+]([O-])c1ccc(OCCBr)cc1,102.0
O=C1c2ccccc2C(=O)c2c(NCCN=Cc3ccccc3O)cccc21,44.0
CCOC(=O)c1[nH]c(C)c(/C=N/NC(N)=O)c1C,104.8
CCOC(=O)c1c(NC(=O)c2ccc(C(F)(F)F)cc2)sc2c3c(ccc12)OCN(C)C3,-27.6*
Nc1ccc(C(=O)NCC(=O)O)cc1,99.5&81.8&104.7
N#Cc1c(-c2ccc(Cl)cc2)nc2c(-c3ccccc3)c(Nc3ccccc3)nn2c1N,91.3
COc1ccc(-c2nc3ccccc3c(=O)n2-c2ccc(NS(=O)(=O)C3C(=O)ON=[N+]3c3ccc(C)cc3)cc2)cc1 (configuration not stated),137.8
# The list continues:
SMILES,HL-60(TB)
COC(=O)C1OC2(CCCCC2)OC1C(=O)OC (configuration not stated),99.6
CCN(C(C)=O)c1ccccc1,112.3
COc1c2c(c(OC)c3c1OC(=O)CC3c1coc3ccccc3c1=O)OCO2 (configuration not stated),95.9
O=C(SC1=NCCS1)SC1=NCCS1,108.8
CCOC(=O)C1[C@@H]2C(=O)N(c3ccc(C)cc3)C(=O)[C@@H]2[C@H](c2cn(-c3ccccc3)nc2-c2ccccc2)N1Cc1ccccc1 (some centres not stated),116.4
CC(C)CCSc1nc(NC2CC2)c(C#N)c(-c2ccccc2)n1,101.2
COc1cc2c(Nc3ccc(Br)cc3F)ncnc2cc1OCC1CCN(C)CC1,1.0*
COc1ccc(NC(=O)CSc2oc(-c3ccccc3)nc2S(=O)(=O)c2ccc(Br)cc2)c(OC)c1,62.5
CC(=O)c1ccc(NS(=O)(=O)c2c(O)c3cc(Cl)ccc3oc2=O)cc1,99.5
Oc1ccc(Cl)cc1C(c1cc(Cl)ccc1O)C(Cl)(Cl)Cl,69.0
Cn1cc2c(c1-c1ccccc1)CCc1cnoc1-2,75.2
O=C1CC(c2nc3ccccc3n2Cc2ccc(Cl)cc2)CN1c1ccc(F)cc1 (configuration not stated),95.1
FC(F)(F)c1ccc(-c2cnc(-c3nn[nH]n3)nc2NC2CCCCCC2)cc1,31.1[50 µM]
CN1C(=O)/C(=C/c2ccco2)S/C1=N/c1nccs1,102.5
O=C(CSc1nc2ccccc2c(=O)n1-c1ccccc1)Nc1ccc(C(=O)/C=C/c2ccc([N+](=O)[O-])cc2)cc1,98.4
CCN(CC)c1ccc(CN(C)Cc2ccc(Br)cc2)cc1,97.0
Cc1cc(=O)n2c(C(=O)N/N=C/c3ccccn3)nn(-c3ccc(S(N)(=O)=O)cc3)c2n1,97.4
CC/C(=C(\c1ccc(OCCN2CCCCCC2)cc1)c1ccc(OC(=O)Cc2ccccc2)cc1)c1ccc(Cl)cc1,91.4
COc1cc(Nc2ncccc2NC(=O)c2cn(Cc3cccc(Oc4ccccc4)c3)nn2)cc(OC)c1OC,78.3
COc1cc(CNC2=NCCC2)cc(OC)c1OC,104.6
O=C(CSc1nc2ccc(F)cc2c(=O)n1-c1ccc(Cl)cc1)c1ccccc1,99.7
COc1ccc(C2(Cl)c3ccccc3N(c3ccccc3)c3ccccc32)cc1,-22.3*
O=C(O)C1=CC2C=C(Cl)C=CC2OC1=O (configuration not stated),111.5
S=C(S)Oc1cccc2cccnc12,80.7
COc1ccc(/C=C2/N=C(C)OC2=O)cc1OC,90.9

# Reprinted from the part before: 5 entries, followed by the next part.
SMILES,HL-60(TB)
O=C(CSc1nc2ccc(F)cc2c(=O)n1-c1ccc(Cl)cc1)c1ccccc1,99.7
COc1ccc(C2(Cl)c3ccccc3N(c3ccccc3)c3ccccc32)cc1,-22.3*
O=C(O)C1=CC2C=C(Cl)C=CC2OC1=O (configuration not stated),111.5
S=C(S)Oc1cccc2cccnc12,80.7
COc1ccc(/C=C2/N=C(C)OC2=O)cc1OC,90.9
COc1cc(C(=O)C[n+]2cccc3cc[nH]c32)cc(OC)c1OC,95.5
Cc1ccc(S(=O)(=O)c2nc(-c3ccccc3)oc2SCc2ccccc2)cc1,76.9
Cc1c(-c2cnc3ccc(Br)cc3c2C(=O)O)nnn1-c1ccc([N+](=O)[O-])cc1,96.1
COC(=O)c1ccc(Cl)cc1,100.7
C/C(=N/NC(=O)Cn1c2ccccc2c2ccncc21)c1cccs1,83.5
Cc1cc(O)c(=O)cc2c1C[C@H]1CC(C)(C)/C=C/C[C@]3(C)Oc4cc(=O)c(O)cc(C)c4C[C@H]3C[C@H](O)[C@@]1(C)O2,-31.8*
COc1ccccc1Nc1ccc2c(O)cc(S(=O)(=O)O)cc2c1,96.4
O=c1c(-c2nc3ccccc3s2)cc2c(n1NS(=O)(=O)c1ccccc1)CCCCCC2,99.9
O=[N+]([O-])c1cc([N+](=O)[O-])c2ccc(S(=O)(=O)O)cc2c1O,88.2
N#CC(C#N)=CNCC1CC1,101.5
Clc1ccc2c(NCCN3CCN(c4ccnc(N5CCCC5)n4)CC3)ccnc2c1,37.4
COc1cc2c(cc1O)c(=O)n(CCN(C)C)c1c3cc4c(cc3ncc21)OCO4,-29.2*
CC(C)(O)c1cncc(-c2ccc3ncnc(NCc4ccccc4)c3c2)c1,104.7
Cc1cc2c(cc1C)[n+](=O)c(C(=O)c1ccccc1)c(C(F)F)n2[O-],78.0
COc1ccc(-c2nn(-c3ccccc3)cc2C2Nc3ccccc3S2)cc1 (configuration not stated),75.2
Nc1ccc(S(=O)(=O)c2ccc(Br)cc2)cc1,112.1
N#Cc1ccc(Cn2c(-c3cscn3)nc3c(Cl)cccc32)cc1,93.7
COc1ccc(-c2nn(-c3cccc(NC(=O)c4cccc(C(F)(F)F)c4)c3)cc2-c2ccncc2)cc1Cl,4.2*
Clc1ccc(-c2nc(-c3c[nH]c4ncccc34)cs2)cc1,87.4[100 µM]
N#Cc1c(-c2ccccc2)cc(-c2ccccc2)n(CCCCCCC(=O)NO)c1=O,39.8
O=C(CCCCl)Nc1nc(-c2ccccc2)nc2c1sc(=S)n2-c1ccccc1,94.7
C=C1C(=O)O[C@H]2[C@H]1CC/C(COC(=O)NCc1cn(C)c3ccccc13)=C\CC[C@@]1(C)O[C@@H]21,-48.5*
Cc1ccc2nc(-c3nc(-c4ccccc4)n4ccccc34)[nH]c2c1,81.4
Nc1nnc(CSCc2ccc(F)cc2)s1,97.3
O=C(O)Cc1ccc2c3c(cccc13)CC2,80.5
# Remaining list, next part.
SMILES,HL-60(TB)
O=C1NC(=O)C2(CCN(S(=O)(=O)c3ccccc3)CC2)C(=O)N1,105.9
S=c1[nH]c2c(-c3ccccc3)cccc2s1,72.6
CCC1Cc2ccc(OCCN(C)C)cc2C1=O (configuration not stated),96.7
N=C(N)c1ccc(-c2ccc(F)cc2)cn1,104.5
CCOC(=O)C1CC2OC2CC1C(=O)OCC (configuration not stated),98.8
CC[N+]1(CC)CC[N+](CC)(CC)CC1,94.6
CCN(CC)CCC(=O)c1cccc2ccccc12,102.3
CN1C(=O)N(C)C2C1NN=c1s/c(=C\c3ccccc3F)c(=O)n12 (configuration not stated),-46.5*
CC(=O)Nc1cccc(OCCCOc2ccc([N+](=O)[O-])cc2)c1,78.8
Fc1ccc(Nc2ccc3c(OCCCN4CCOCC4)cccc3n2)cc1F,85.3
CC(C)(C)OC(=O)N1CCC[C@]2(C)[C@H]3C=CC4=C5C[C@](C)(CO)CC[C@]5(C)CC[C@@]4(C)[C@]3(C)CC[C@H]2C1(C)C,105.4
O=Cc1c([O-])on[n+]1-c1ccc(Cl)cc1,87.0
c1cc2c(cc1CC1CO1)OCO2 (configuration not stated),102.2
c1ccc([C@H]2N[C@H]2c2ccccc2)cc1,77.7
C/C(=N\Nc1cccc(Cl)n1)c1ccccn1,-9.9*
COc1ccc(C2=NN(C=O)C(c3sc(Cl)nc3Cl)C2)cc1 (configuration not stated),96.8
O=C1[C@@H]2Cc3c([nH]c4ccccc34)[C@H](c3ccc(Br)cc3)N2C(=O)CN1C1CCN(Cc2c(Cl)cccc2Cl)CC1,-79.0*
O=C(O)Cc1c(-c2ccccc2)nc(=S)[nH]c1-c1[nH]c(=S)nc(-c2ccccc2)c1CC(=O)O,89.2
COc1ccc(OC)c(NC2=C(Cl)C(=O)C(C)=C(C)C2=O)c1,74.0
Cc1cccc(C)c1NC(=O)c1ccccc1C(=O)O,70.8&98.5
CCC(=O)Oc1cccc(OC(=O)CC)c1,99.1
CCOC(C)=N,78.7
O=C(COc1ccccc1)Nc1ccc(-c2nc3ccccc3s2)c(Cl)c1,162.4
COc1cc(/C=N\NC(=O)c2c(C)nn(CC(O)c3ccccc3)c2N)ccc1OC(F)F (configuration not stated),99.3
CCOc1ccc(NC(=S)NC(=O)c2ccco2)cc1,108.6

# 5 entries from above, as tab-separated lines.
mol	HL-60(TB)
O=Cc1c([O-])on[n+]1-c1ccc(Cl)cc1	87.0
COc1ccc(C2=NN(C=O)C(c3sc(Cl)nc3Cl)C2)cc1 (configuration not stated)	96.8
O=C1NC(=O)C2(CCN(S(=O)(=O)c3ccccc3)CC2)C(=O)N1	105.9
c1cc2c(cc1CC1CO1)OCO2 (configuration not stated)	102.2
CC[N+]1(CC)CC[N+](CC)(CC)CC1	94.6

# (more compounds)
SMILES,HL-60(TB)
CC(C)OC(=S)NC(=O)c1ccccc1,91.8
CC12CCC(=O)N1CCc1cncn12 (configuration not stated),97.3
COc1cc(-c2nn(-c3cccc(NC(=O)NCCNC(=O)c4cccc(C(F)(F)F)c4)c3)cc2-c2ccncc2)ccc1Cl,16.8
N#Cc1nc(-c2ccccc2)oc1S(=O)(=O)N1CCN(c2ccccc2)CC1,75.6
O=C(O)CN(Cc1ccccc1)Cc1ccccc1,91.9
O=C1N=c2ccccc2=C1c1sc(=S)n(C2CC(=O)N(c3ccc(Cl)cc3)C2=O)c1O (configuration not stated),100.6
Cc1cc(C)c2c(N)c(C(=O)c3ccc4ccccc4c3)sc2n1,99.1
Cc1ccc(S(=O)(=O)NCCCNc2nccc(-c3c(-c4cccc(N)c4)nc4sccn34)n2)cc1,104.0
CN1C(=O)C(C(=O)/C=C/c2ccccc2C(=O)O)C(=O)N(C)C1=O,97.4
CCOC(=O)c1noc2c1CCc1c-2cn(Cc2ccc(OC)cc2)c1-c1cc(OC)c(OC)c(OC)c1,-25.5*
CC(=O)Nc1ccc(S(=O)(=O)CI)cc1,116.5
COC(=O)C(C#N)=C(C)C,87.9
CN(C)C(=O)OCC1COc2ccccc2O1 (configuration not stated),110.4
CCCCCCCCCC(C)(O)C#CC(C)(O)CCCCCCCCC (configuration not stated),105.9
CCOC(=O)c1c(NCC(=O)Nc2ccc(Cl)cc2[N+](=O)[O-])sc(C(C)=O)c1C,110.9
C/C=C(C)/C=N/Nc1nc(-c2ccc(C)cc2)cs1,97.5
CCCC(CC)N(c1ccc(Cl)cc1)c1nc(-c2ccc(Br)cc2)cs1 (configuration not stated),98.2
COc1cc(/C=N/C2=C(C#N)C(c3ccco3)c3c(c4cc(C)ccc4oc3=O)O2)cc(OC)c1OC (configuration not stated),96.1
CCN(CC)CCCNc1nc(C)cc(Nc2ccc3nc(C)cc(N)c3c2)n1,106.0
COc1ccc(C2CC(c3cccc(Nc4ccncc4)c3)=NN2c2ccccc2)cc1 (configuration not stated),-32.8*
O=C(/C=C/c1ccccc1)c1cccc(N=Cc2ccccc2O)c1,88.6
CCC/C(=N\NC(N)=O)C(OC)OC,86.5
CC(C)n1c(=O)[nH]c(=O)n1C(C)C,94.9
CN1CCN(c2nc(SCc3ccccc3)nc(-c3ccc(F)cc3)c2C#N)CC1,63.5
COc1ccc(-c2nc3sccn3c2/C=C/C(=O)c2ccc[nH]2)cc1,73.1
CSCC(C(=O)NCc1ccc(Cl)cc1Cl)N1C(=O)C2CCCCC2C1=O (configuration not stated),88.3
COc1ccc(-c2nc3ccc(Cc4ccc5nc(-c6ccc(OC)cc6)[nH]c5c4)cc3[nH]2)cc1,9.7*
CN(C)C1CC(c2cccs2)(C2CCCCC2)CCC1=O (configuration not stated),94.0
c1ccc(NC2CCCCC2)cc1,96.8

# In the list so far, 4 contain a CF3 group:
SMILES,HL-60(TB)
CCOC(=O)c1c(NC(=O)c2ccc(C(F)(F)F)cc2)sc2c3c(ccc12)OCN(C)C3,-27.6*
FC(F)(F)c1ccc(-c2cnc(-c3nn[nH]n3)nc2NC2CCCCCC2)cc1,31.1[50 µM]
COc1ccc(-c2nn(-c3cccc(NC(=O)c4cccc(C(F)(F)F)c4)c3)cc2-c2ccncc2)cc1Cl,4.2*
COc1cc(-c2nn(-c3cccc(NC(=O)NCCNC(=O)c4cccc(C(F)(F)F)c4)c3)cc2-c2ccncc2)ccc1Cl,16.8
